Screening results: PubChem, National Center for Advancing Translational Sciences (NCATS)
Mm-Cpn inhibitor – M. maripaludis TRiC chaperonin inhibition; 330,000 compounds, 0.031% hits; purified Mm-Cpn ATPase, ADP Transcreener TR-FRET; AID 504842; Potency, µM (top dose mostly 76.9 µM), without a hit: top-dose activity, negative = inhibition, actives largely listed as inhibitors; note: potency is the fitted concentration of half-maximal effect; % is set by controls: 0 for no effect and ±100 for the full control effect; nearly all actives have a fitted effect of over 80% in size
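TR-FRET (320 nm excitation; 590 and 665 nm emission) reports ADP made from 10 uM ATP by 25 nM enzyme; compounds were preincubated 10 min, reaction run 30 min, both at 37°C.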
CCT modulator – cytosolic chaperonin activity modulation. purified chaperonin ATPase assay, HTRF ADP detection, 30 min. activity change, % (test concentration not listed), hits read low. 360,000 compounds, 0.3% hits; in the data active = activity change below about -30%; note: % is set by controls: 0 for no effect and ±100 for the full control effect
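TRiC at 40 or 20 nM final (batch-dependent) in 30 mM Tris pH 7.4, 100 mM KCl, 5 mM MgCl2, 1 mM DTT, with compound at single 76 uM and 10 uM ATP, 30 min at 37 deg C. ADP detected by HTRF Transcreener, 665/615 ratio.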
Akt phos inh – inhibitors of Akt phosphorylation; Neuro2A IGF-stimulated pAkt S473 HTRF, 20 min; hits give low values; activity change, % for hits at 50 µM; 360,000 compounds, 0.32% hits; AID 651550; in the data active = activity change below about -80%; inconclusive = mostly about -51% to -80%; note: % is set by controls: 0 for no effect and ±100 for the full control effect
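Single-point screen (50 µM final compound) in Neuro2A cells stimulated 20 min with 6 nM IGF at 37 deg C. After lysis, Ser473-phosphorylated Akt read by HTRF (ex 330 nm, em 615/665 nm) as the 665/615 ratio.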
Nrf2 block – Nrf2 pathway inhibition; Potency, µM (top dose mostly 46 µM), for the others: top-dose activity change, negative = inhibition, usual class: inhibitors; A549 ARE-Fluc reporter, luciferase luminescence, 18-24 h; 360,000 compounds, 2.1% hits; AID 504444; note: potency is the fitted concentration of half-maximal effect; % is set by controls: 0 for no effect and ±100 for the full control effect; nearly all actives have a fitted effect of over 60% in size
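A549 ARE_Fluc cells (5000/well, 5% FBS OPTI-MEM) pre-incubated 2 h, then treated with compounds 18-24 h at 37C/5% CO2 in concentration-response. CellTiter-Fluor viability read first; BugLite luciferase luminescence after 15 min at room temperature gives Nrf2 activity.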
Abeta yeast res – restores growth of yeast expressing A-beta42 peptide; yeast expressing A-beta42, growth rescue, OD600, 48 h; response scale: 0% DMSO, 100% iron-clioquinol control; Potency, µM (titrated, usually from 46.1 µM), without a hit: top-dose growth rescue, most hits filed as activators; 410,000 compounds, 0.063% hits; AID 1347071; note: potency is the fitted concentration of half-maximal effect; nearly all actives have a fitted effect of over 55% in size
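Yeast A-beta toxicity model in growth medium with pinned compounds, 48 h at 30 C; growth read as absorbance at 600 nm. Normalized to FeCl3/clioquinol equimolar mix (positive) and DMSO (negative).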
HepG2 viability – kills HepG2 cells in TGF-b inhibitor counter-screen; HepG2 CAGA-GFP viability, ATP luminescence, 18 h; Potency, µM (titrated, usually from 46.1 µM), for the others: top-dose activity change, negative = cytotoxicity, usual class: cytotoxic; 410,000 compounds, 0.76% hits; note: potency is the fitted concentration of half-maximal effect; some results filed as inactive show a strong effect at the top dose
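HepG2 CAGA-GFP cells (1000/well, DMEM with 1% FBS) received compound, then TGF-beta at 500 pg/mL final, and were incubated 18 hours at 37 degrees C. Viability was read by CellTiter-Glo luminescence. Media-only wells were set as complete cell-killing and DMSO as no toxicity.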
A549 tox – counter-screen for Nrf2 inhibitors: cytotoxicity in A549 cells; AID 504648; Potency, µM (titrated, usually from 46 µM), inactives show top-dose activity change, negative = cytotoxicity, actives largely listed as inhibitors; 390,000 compounds, 0.16% hits; A549 ARE-Fluc cells, CellTiter-Fluor viability, 18-24 h; note: potency is the fitted concentration of half-maximal effect; % is set by controls: 0 for no effect and ±100 for the full control effect
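A549 ARE-Fluc cells in 5% FBS OPTI-MEM, 5000 cells/well, rested 2 h then exposed to compounds in concentration-response for 18-24 h at 37 °C. Viability by CellTiter-Fluor fluorescence (Ex 405/Em 525) after 30 min; luciferase luminescence (BugLite, 15 min, RT) read afterwards.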
Nrf2 ARE act – activates Nrf2 signaling; AID 624171; 410,000 compounds, 0.31% hits; Potency, µM (titrated, usually from 46.1 µM), for inactives: top-dose activation, most hits filed as activators; AREc32 ARE-luciferase reporter (MCF7-derived line), luminescence, 24 h; note: potency is the fitted concentration of half-maximal effect; % of control where 0% means no effect; nearly all actives have a fitted effect of over 65% in size
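ARE-driven firefly luciferase activity in AREc32 cells measured after a 24 hr compound exposure at 37 deg C, using Steady-Glo reagent and a 30 min room-temperature hold.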
TGFb SMAD3 inh – blocks TGF-b signaling; HepG2 CAGA-GFP TGF-b/SMAD3 reporter, GFP fluorescence, 18 h; TGF-beta stimulated, 500 pg/mL final; Potency, µM (series often up to 46.1 µM), inactives show top-dose activity, negative = inhibition, usual class: inhibitors; 410,000 compounds, 1.2% hits; note: potency is the fitted concentration of half-maximal effect; % is set by controls: 0 for no effect and ±100 for the full control effect; nearly all actives have a fitted effect of over 65% in size
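HEPG2 CAGA-GFP reporter cells (1000/well, DMEM with 1% FBS) received compounds, then recombinant TGF-beta at 500 pg/mL final for 18 hours at 37 degrees C. Per-cell GFP summed per well was normalised to unstimulated and stimulated DMSO controls before curve fitting.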
Numbers without * were called inactive; i = inactive; ? = inconclusive; · = not tested or not shown; & = joins results of further samples; [ ] = dose if it differs, or a comment. Unless noted, calls come from the whole dose curve; as a rule, active = well fitted curve in the direction sought with a large enough effect; inconclusive = small, poorly fitted or top-dose-only effect, or another doubt; inactive = no such curve, though single readings can be large; an effect the other way counts as inactive or inconclusive.

SMILES	Mm-Cpn inhibitor	CCT modulator	Akt phos inh	Nrf2 block	Abeta yeast res	HepG2 viability	A549 tox	Nrf2 ARE act	TGFb SMAD3 inh
Cc1ccc(NC(=O)Nc2cccs2)c(Cl)c1	·	0.0	i	9%	1%	-28%	-4%	22%	13%
CCCN1C(=O)C2(OCCO2)c2cc(Cl)ccc21	2%	-1.0	i	-9%	3%	2%	-7%	-0.5%	-10%
COc1ccc(CN2C(=O)CC(Cc3ccc(C)cc3)C2=O)cc1OC (stereo not drawn)	1%	-0.1	i	-1%	-1%	-3%	2%	-1.0%[9.22 µM]	-31%
CCOC(=O)c1sc(NC(=O)c2ccc(S(=O)(=O)N3CCCCCC3)cc2)nc1-c1ccccc1	2%	0.9	i	?	-13%	2%	-7%	-0.1%	5%
COc1ccc(CCNC2CCc3ccccc3C2)cc1 (stereo not drawn)	-2%	-1.2	i	-3%	-15%	-29%	5%	0.5%	-10%
Cc1ccccc1NC(=O)COc1coc(CN2CCCc3ccccc32)cc1=O	0%	-1.3	i	?	12%	-24%	-17%	-0.4%	0%
N=c1cc(C2(O)CCCCC2)n2c(nc3ccccc32)s1	-2%	-1.8	i	?	23%	-2%	2%	2.0%	-11%
Oc1ccccc1C=NC1CCCCC1N=Cc1ccccc1O (stereo not drawn)	-8%	1.2	i	0%	10%	4%	-13%	-0.3%	16%
O=C1NCCCC1C(=O)N/N=C/c1ccccc1[N+](=O)[O-] (stereo not drawn)	1%	-0.7	i	?	-7%	7%	2%	-0.2%	12%
COC(=O)c1cc(S(=O)(=O)NCC2CCN(CCc3cccs3)CC2)c[nH]1	3%	-0.1	i	-2%	-4%	-1%	-29%	-1.2%	2%
O=C(COC(=O)CN1C(=O)c2ccccc2C1=O)Nc1ccccc1[N+](=O)[O-]	-1%	-2.1	i	-23%	-23%	-2%	12%	-0.9%	4%
Cc1ccccc1NC(=O)NCc1ccco1	1%	2.6	i	2%	-7%	0%	-7%	0.0%	1%
O=C(CSc1nnc(SCc2ccccc2)s1)N/N=C/c1ccc(Cl)cc1Cl	-25%	-0.5	i	0%	-4%	24%	1%	-0.8%	-4%
COCCNC(=O)c1oc2ccc3c(c2c1C)C(O)CC(C)(C)O3 (stereo not drawn)	1%	-0.1	i	8%	5%	7%	8%	-0.7%	7%
CNc1oc(-c2ccccc2Cl)nc1P(=O)(c1ccccc1)c1ccccc1	2%	-2.2	i	?	-14%	2%	?	2.9%	?
CCN(CC)C(=O)CCc1nc2sc3c(c2c(=O)[nH]1)CCCC3	1%	-1.6	i	·	-17%	-36%	-2%	0.1%	-6%
Cc1ccc2ccc3ccc(C)nc3c2n1	4%	-2.5	i	?	-88%[inhibitor]	-10%	-5%	-0.3%	?
O=C(Nc1cccc(Cl)c1)N1CCN(C/C=C/c2ccccc2)CC1	-1%	-0.9	·	-17%	16%	-39%	-4%	0.7%	-7%
C=CCn1c(SCC(=O)Nc2ccc(C(=O)O)cc2)nnc1-c1cccnc1	1%	-4.0	i	-1%	7%	7%	1%	-0.8%	0%
CC(=O)N1CCc2c(sc(NC(=O)c3cccc(N4C(=O)CCC4=O)c3)c2C(N)=O)C1	0%	-1.8	i	-10%	-9%	6%	?	0.0%	5%
CCCCCCCC1(C)NC(=O)N(CC(=O)Nc2cc(C)on2)C1=O (stereo not drawn)	-8%	-0.4	i	7%	-15%	-19%	-6%	0.7%	0%
COc1ccc(-c2c(C(F)(F)F)nn(C)c2NC(=O)c2cccnc2)cc1	3%	0.2	i	?	-17%	7%	-14%	-0.1%	14%
COc1ccc(C=C(c2ccc(OC)cc2)c2ccc(OC)cc2)cc1	0%	1.1	i	-4%	7%	-1%	24%	-0.5%	-4%
N/C(=N\C(=S)Nc1ccccc1)c1ccccc1	0%	-1.5	i	?	?	-2%	2%	18%	4%
C#CC(CC)(CC)NC(=O)Nc1ccccc1C(=O)OC	0%	-0.1	i	-11%	2%	-16%	4%	-0.6%	-9%
Continued.
SMILES	Mm-Cpn inhibitor	CCT modulator	Akt phos inh	Nrf2 block	Abeta yeast res	HepG2 viability	A549 tox	Nrf2 ARE act	TGFb SMAD3 inh
Cc1cc(C)cc(NC(=O)C(=O)NCC(c2ccc3c(c2)OCO3)N2CCN(C)CC2)c1 (stereo not drawn)	·	·	·	·	14%	-52%	-14%	0.5%	-29%
CCOC(=O)c1sc(/N=C/Nc2nc(C)c(C(=O)OCC)s2)nc1C	1%	0.7	i	19%	11%	-27%	13%	3.7%	7%
Cc1ccc(-n2c(C)nnc2SCC(=O)N(C)c2c(N)n(Cc3ccccc3)c(=O)[nH]c2=O)cc1	2%	-0.1	i	4%	15%	2%	2%	-0.2%	10%
O=C(Nc1ccc2c(c1)C(=O)NC2=O)c1ccccc1Cl	-2%	-1.1	i	17%	3%	-24%	-3%	0.1%	-3%
CC(=O)NC(Cc1ccc(O)cc1)C(=O)NN (stereo not drawn)	0%	0.3	i	0%	9%	-22%	1%	0.2%	7%
C#CCOCCOCCOCCNc1nc(N2CCN(C(=O)[C@H]([C@@H](C)CC)n3cc([C@@H](N)CO)nn3)CC2)nc(N2CCN(C(=O)[C@H]([C@@H](C)CC)n3cc([C@@H](N)Cc4ccc(O)cc4)nn3)CC2)n1	·	-0.2	i	2%	1%	5%	-4%	-0.8%	3%
O=C1Nc2ccccc2OCc2c1cccc2[N+](=O)[O-]	1%	-0.6	i	0%	-7%	5%	-6%	3.3%	14%
CC1CN(C(=O)c2ccc(-c3ccccc3Cl)o2)CC(C)O1 (stereo not drawn)	-5%	-4.4	i	?	0%	25%	4%	3.7%	-9%
CC1=C(C(=O)N2CCOCC2)C(c2ccc(Br)cc2)NC(=S)N1c1ccccc1 (stereo not drawn)	-3%	-2.1	i	-3%	0%	3%	1%	3.3%	-19%
CCOc1ccc(C(=O)N2CCN(c3ccccn3)CC2)cc1OCC	-19%	0.4	i	-10%	6%	16%	1%	0.1%	-1%
CCCCNC(=O)c1cccc(-n2cnc3cccnc32)c1C	·	·	·	16%	-9%	-5%	16%	0.4%	0%
CCSc1nnc2c(n1)OC(c1ccc(OC)c(OC)c1)N(C(C)=O)c1ccccc1-2 (stereo not drawn)	·	·	·	-19%	-15%	-16%	-11%	6.1%	0%
NC(=O)c1nc(-c2ccc(F)c(F)c2)nc2c1[nH]c(=O)n2-c1cccc(Cl)c1	·	·	·	-16%	-9%	3%	10%	3.3%	·
CCOC(=O)C1CCCN(C(=O)CCc2nc3sc4c(c3c(=O)[nH]2)CCCC4)C1 (stereo not drawn)	1%	-2.1	i	5%	-16%	-8%	0%	-0.5%	-1%
COc1ccc(CCN2CC(C(=O)OCC(=O)N(C)Cc3ccccc3)CC2=O)cc1OC (stereo not drawn)	1%	-0.6	i	-7%	2%	-1%	-9%	-0.5%	-22%
CCCCN(CC)CCNC(=O)C1CCN(S(=O)(=O)c2cccc3nsnc23)CC1	-2%	-1.6	i	?	11%&-13%	-5%&-23%	6%&-1%	-0.3%&-1.0%	6%&-16%
COc1ccc2nc(COC(=O)c3ccco3)c(C(C)=O)[n+]([O-])c2c1	-3%	-0.9	i	·	14%	1%	0%	0.4%	?
Nc1nc(CN2CCc3ccccc3C2)nc(Nc2ccccc2)n1	-3%	-1.9	i	22%	2%	-27%	?	20%	3%
CC(C)(C)NC(=O)NC(=O)CN1CCN(c2ccccc2O)CC1	2%	-3.6	i	-5%	22%	-24%	-13%	0.0%	3%
CC(C)c1ccc(NC(=O)CN2CCN(C(=O)C3CCCO3)CC2)cc1 (stereo not drawn)	1%	0.4	i	13%	-2%	-4%	-1%	0.3%	5%
Nn1c(SCC(=O)Nc2c(Cl)cccc2Cl)nncc1=O	0%	-2.0	i	4%	-6%	-2%	0%	-0.8%	-19%
Nc1cccc(Oc2cnccn2)c1	1%	-6.0	i	1%	-13%	5%	1%	-0.7%	-2%
COc1ccccc1CNC(=O)COC(=O)CSc1ccc(C)c(C)c1	0%	-0.8	i	15%	8%	4%	-3%	-0.6%	-2%
O=C(CSc1nc2ccccc2c(=O)n1C1CC1)NCc1ccccc1	3%	-2.9	i	-6%	-14%	-10%	2%	0.0%	-19%
CCCCN(C)C(=O)c1cc2c(s1)-c1ccccc1S(=O)(=O)C2	-2%	-0.8	i	-5%	-15%	7%	-13%	3.4%	-11%
O=C(CN1CCN(Cc2ccccc2F)C1=O)NCc1cccnc1	1%	-4.3	i	-12%	0%	-6%	-8%	-0.6%	?

Given with bars between the fields: entries from further up.
SMILES | Mm-Cpn inhibitor | CCT modulator | Akt phos inh | Nrf2 block | Abeta yeast res | HepG2 viability | A549 tox | Nrf2 ARE act | TGFb SMAD3 inh
O=C(CSc1nc2ccccc2c(=O)n1C1CC1)NCc1ccccc1 | 3% | -2.9 | i | -6% | -14% | -10% | 2% | 0.0% | -19%
CCCCN(C)C(=O)c1cc2c(s1)-c1ccccc1S(=O)(=O)C2 | -2% | -0.8 | i | -5% | -15% | 7% | -13% | 3.4% | -11%
O=C(CN1CCN(Cc2ccccc2F)C1=O)NCc1cccnc1 | 1% | -4.3 | i | -12% | 0% | -6% | -8% | -0.6% | ?
